# D2 agonist = agonists of human D2 dopamine receptor | P14416 | HEK293 T-REx D2 cells, calcium flux agonist mode | activation, % at 2 µM | 340,000 compounds, 0.53% hits | AID 485358;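 active means activation over 3 SD above normal in the single-dose calcium agonist read, cut at about 30% in these data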; further: 0% is about no effect
# Target sequence (P14416 whole entry, looked up): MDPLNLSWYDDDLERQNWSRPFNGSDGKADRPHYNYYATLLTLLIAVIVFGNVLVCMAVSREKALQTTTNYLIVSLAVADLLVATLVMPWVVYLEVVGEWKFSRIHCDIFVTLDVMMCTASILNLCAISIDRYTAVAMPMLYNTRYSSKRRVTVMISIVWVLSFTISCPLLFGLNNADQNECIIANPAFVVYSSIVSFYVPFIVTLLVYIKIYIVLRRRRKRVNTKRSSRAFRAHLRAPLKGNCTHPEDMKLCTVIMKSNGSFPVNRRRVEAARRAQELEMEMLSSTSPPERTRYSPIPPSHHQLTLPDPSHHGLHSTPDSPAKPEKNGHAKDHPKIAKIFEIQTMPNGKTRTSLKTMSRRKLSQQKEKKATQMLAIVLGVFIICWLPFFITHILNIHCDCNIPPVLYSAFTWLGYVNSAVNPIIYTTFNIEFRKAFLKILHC
#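 In this primary screen, compounds producing a positive calcium signal within 180 s of addition to tetracycline-induced, force-coupled HEK293 Trex D2 cells are flagged; cells are dye-loaded with a no-wash calcium kit beforehand.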
# D1 ag = human D1 receptor agonism | HEK293 T-REx D1 cells, calcium flux, agonist mode | 360,000 compounds, 1% hits | AID 504660 | P21728 | activation, % at 2 µM; further: 0% is about no effect
#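 Agonism was scored from calcium flux recorded over 180 s (1 read/s) after pintool compound addition, following a 10-cycle baseline. Cells were inducible force-coupled HEK293 TREx D1, plated overnight at 30 C and loaded with no-wash calcium dye.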
# RXFP1 antag = antagonists of human relaxin receptor RXFP1; HEK293-RXFP1, relaxin-stimulated cAMP HTRF, 30 min; stronger effect = lower value; AID 1259400; 350,000 compounds, 0.59% hits; activity change, negative = inhibition, % at 57.5 µM;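 active means activity change of -60% or lower, but not beyond a set lower limit; inconclusive means change between -60% and -40%, or beyond the set limit; inactive means change above -40%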; further: on the % scale 0 is the no-effect control and ±100 the full control effect
# D2 potentiator = positively modulates the human D2 dopamine receptor allosterically. P14416. HEK293 T-REx D2, calcium flux, EC20 dopamine potentiation. potentiation, % at 10 µM. 340,000 compounds, 0.34% hits;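 active means potentiation over 3 SD above the plate norm, cut at about 30% in these data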; further: 0% is about no effect
#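 Tetracycline-induced Hek293 Trex D2 cells, force-coupled to calcium, loaded with no-wash calcium dye. Compound added with 180 s kinetic read for agonism, then EC20 dopamine and a further 180 s read for potentiation.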
# D1 antagonist = blocks dopamine activation of the human D1 receptor. P21728. HEK293 TREx D1 cells, calcium flux, dopamine EC80; stronger effect = lower value. activity change, negative = inhibition, % at 10 µM. 360,000 compounds, 3.2% hits; in the data active means activity change below about -30%; further: on the % scale 0 is the no-effect control and ±100 the full control effect
#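 After overnight tetracycline induction at 30 C, force-coupled D1 HEK293 cells took up a no-wash calcium dye at room temperature. Compounds were added and monitored 180 s, and the response to EC80 dopamine was then recorded.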
# D1 PAM = human D1 dopamine receptor positive modulation; 360,000 compounds, 0.036% hits; P21728; HEK293 TREx D1 cells, calcium flux, dopamine EC20 potentiation; potentiation, % at 10 µM; in the data active means potentiation above about 30%; further: 0% is about no effect
# D2 antag = D2 dopamine receptor (human) antagonism. inhibition, % at 10 µM. 340,000 compounds, 2% hits. AID 485344. P14416. HEK293 TREx D2 cells, calcium flux, dopamine EC80; in the data active means inhibition above about 30%; further: 0% is about no effect
#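 Antagonism is scored as inhibition of an EC80 dopamine-evoked calcium signal in a force-coupled, tetracycline-inducible HEK293 T-REx D2 line, with compound present 180 s before agonist.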
# TRHR enhancer = allosteric enhancers of human TRH receptor | P34981 | TRHR cells, fluo-8 calcium fluorescence, EC20 TRH enhancement | enhancement, % at 2 µM | 360,000 compounds, 0.66% hits; in the data active means enhancement above about 30%; further: 0% is about no effect
# Target sequence (P34981 whole entry, looked up): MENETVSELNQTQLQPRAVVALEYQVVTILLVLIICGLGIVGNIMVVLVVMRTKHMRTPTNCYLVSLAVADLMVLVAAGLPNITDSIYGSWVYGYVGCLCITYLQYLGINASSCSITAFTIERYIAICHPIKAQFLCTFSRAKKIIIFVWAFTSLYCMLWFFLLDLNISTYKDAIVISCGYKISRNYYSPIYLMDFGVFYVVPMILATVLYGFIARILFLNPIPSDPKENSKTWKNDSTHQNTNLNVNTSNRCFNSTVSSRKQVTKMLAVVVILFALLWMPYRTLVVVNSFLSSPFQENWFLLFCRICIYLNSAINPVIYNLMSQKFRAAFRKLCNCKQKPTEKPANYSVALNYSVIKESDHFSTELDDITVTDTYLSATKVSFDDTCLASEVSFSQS
#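 TRHR-expressing cells loaded with fluo-8 calcium dye were read kinetically (ex 480/em 530) during compound addition, then stimulated with an EC20 of TRH (10 nM final). Enhancement of the Gq-mediated intracellular calcium response was scored.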
# TRHR ag = TRH receptor (human) agonism; activation, % at 2 µM; P34981; TRHR cells, calcium flux fluo-8, FDSS agonist mode; 360,000 compounds, 0.18% hits; further: 0% is about no effect
#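 TRHR-expressing cells loaded with fluo-8 calcium dye; 23 nL library compound pin-transferred, kinetic FDSS fluorescence (Ex 480/Em 530) recorded about 180 s for agonist-induced calcium release, before a 10 nM TRH EC20 addition for potentiator mode.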
# The depositor's hits bear a star; ? = inconclusive; · = no result given; & = joins results of further samples. Unless noted, no stated cut-off is given here; in the data, active means activation above about 30%; inactive means the rest.
1: COc1ccc(C2=C(Nc3ccc(C)cc3C)c3ccccc3C2=O)cc1
2: Cc1cccc(Cn2nc(C(C)(C)C)cc2C(=O)N2CCOCC2)c1
3: O=C(CC1C(=O)NCCN1Cc1cccc(C(F)(F)F)c1)NCCc1cnccn1 (stereo not drawn)
4: CCOC(=O)c1cccnc1SCc1cc(=O)n2ccccc2n1
5: Cc1ccc(NC(=O)CN(C)Cc2nc3c(Br)cc(Br)cc3c(=O)[nH]2)cc1
6: CC(=O)Nc1ccc2nc(NC(=O)CS(=O)(=O)c3ccc(C)cc3)sc2c1
7: O=C(NCc1nc2ccccc2[nH]1)C1=C[C@H](c2ccc3c(c2)OCO3)C[C@H](OCCCCO)O1
8: N#CC(C#N)=C1C=CC=CN1/C(=C\c1ccccc1Cl)C(=O)c1ccccc1

assay / compound,1,2,3,4,5,6,7,8
D2 agonist,-1.7,·,0.6,-0.7,3.8,0.2,2.6,3.6
D1 ag,1,2,3,1,1,-3,0,3
RXFP1 antag,-5,5,-4,23,9,-28,·,-82*
D2 potentiator,4,·,11,3,-6,-3,7,20
D1 antagonist,-11,3,-15,6,-3,·,-4,-50*
D1 PAM,-2,-1,6,3,-4,-2,-1,-13
D2 antag,·,·,6,7,0,·,-7,-3
TRHR enhancer,12,-3,0,0,6,-4,0,-11
TRHR ag,-0.9,-0.2,0.9,-0.1,0.0,0.1,0.7,1.7

9: CC(=O)Nc1ccc(NS(=O)(=O)c2cc(Cl)sc2Cl)cc1
10: CCOC(=O)CCC(NC(=O)CCCC(=O)NC(CCC(=O)OCC)C(=O)OCC)C(=O)OCC (stereo not drawn)
11: Cc1nn2c(=O)cc(COC(=O)COc3ccccc3C)nc2s1
12: O=c1cc(-c2ccc([N+](=O)[O-])cc2)c2cc3c(cc2[nH]1)OCCO3
13: COC(=O)C1=C(C)Nc2ccc(C)cc2S1
14: COc1ccc(CC(NC(C)=O)C(=O)NC2CCN(c3c4c(nc5ncnn35)CCC4)CC2)cc1 (stereo not drawn)
15: CCOC(=O)c1c(NC(=O)CN2CCCCC2)sc2c1CCCC2O (stereo not drawn)
16: COc1ccc(C(C)=O)cc1CSc1ccc(S(=O)(=O)N2CCCCC2)cn1

assay / compound,9,10,11,12,13,14,15,16
D2 agonist,-1.1,0.6,·,5.0,0.0,0.5,-0.3,-0.8
D1 ag,2,4,4,2,2,3,5,3
RXFP1 antag,7,16,·,?,·,1,·,-4
D2 potentiator,9,13,11,1,14,23,7,-2
D1 antagonist,10,16,-8,-20,-8,3,3,-44*
D1 PAM,-7,4,-6,-11,-5,-2,3,1
D2 antag,-11,13,·,-12,15,-19,2,-3
TRHR enhancer,-6,1,4,2,3,0,-6,2
TRHR ag,-0.7,0.5,0.2,-0.3,-0.2,0.4,-0.6,0.3

17: Brc1ccc(-c2ccc(C3Nc4cccc5cccc(c45)N3)o2)cc1
18: CC(C)NC(=O)c1c(O)c2cccc3c2n(c1=O)CCC3
19: Cc1cc(NC(=O)COC(=O)CC2CCCC2)c([N+](=O)[O-])cc1C
20: Cn1c(=O)c2ncn(CC(=O)NC3CCCCCC3)c2n(C)c1=O
21: COc1cccc(C2=NOC(C(=O)N3CCN(C(=O)c4ccco4)CC3)C2)c1 (stereo not drawn)
22: Cc1cccc(N2CCN(C(c3cccs3)c3nnnn3C(C)(C)C)CC2)c1C (stereo not drawn)
23: Cc1cc(NC(=O)CSc2nccn2-c2ccc(Cl)cc2)no1
24: CN(C)c1nc(OCCNC(=O)COc2ccc(Cl)cc2Cl)nc(N(C)C)n1

assay / compound,17,18,19,20,21,22,23,24
D2 agonist,0.1,-1.1,-0.1,-0.8,1.2,0.7,0.0,0.7
D1 ag,-1,2,1,3,2,5,1,0
RXFP1 antag,·,2,1,5,-7,-19,-2,-10
D2 potentiator,14,-1,-3,-4,-2,0,-5,2
D1 antagonist,·,5,4,-10,5,-12,16,2
D1 PAM,-3,0,4,-3,2,-6,-3,1
D2 antag,-13,17,1,-15,5,0,13,-3
TRHR enhancer,4,2,-6,4,1,1,4,2
TRHR ag,0.0,-0.6,-0.4,0.5,0.0,-0.3,-0.6,-0.5

25: CSCCC(NC(N)=O)C(=O)Nc1ccc(F)c(Cl)c1 (stereo not drawn)
26: COc1cccc(OC)c1C(=O)Nc1cccc(-c2ccc3nncn3n2)c1
27: CC(C)(C)OC(=O)N1CCC2(CC1)Oc1ccc(F)cc1C(=O)C21CC(c2cccnc2)=NO1 (stereo not drawn)
28: COC(=O)[C@@H](NC(=O)Nc1cccc(Br)c1)C(C)C
29: Fc1ccc(-c2nn(-c3ccccc3Cl)c3c2cnc2ccccc23)cc1
30: CCCn1nnnc1NCc1cccc(OC)c1
31: CN1CCc2nc3sc(C(=O)C45CC6CC(CC(C6)C4)C5)c(N)c3cc2C1
32: O=C(NCCCn1ccnc1)/C(=C\c1ccc(Br)cc1)NC(=O)c1ccccc1F

assay / compound,25,26,27,28,29,30,31,32
D2 agonist,-0.5,0.5,-0.6,-1.0,-0.2,0.3,-0.3,·
D1 ag,0,4,1,0,8,2,4,1
RXFP1 antag,-12,-15,·,-8,-12,-10,1,-8
D2 potentiator,-10,7,-1,5,14,11,4,·
D1 antagonist,5,-20,-91*,-14,15,15,-7,5
D1 PAM,2,-10,-4,-4,0,-1,2,-1
D2 antag,-2,-31,8,8,·,2,-14,·
TRHR enhancer,-6,0,-1,-7,6,3,15,-9
TRHR ag,-0.8,-1.6,0.4,0.0,-1.0,0.1,0.6,-0.2

# Records listed so far marked active in D1 antagonist:
nr	Molecule	D1 ag	RXFP1 antag	D2 potentiator	D1 antagonist	D1 PAM	D2 antag	TRHR enhancer	TRHR ag
8	N#CC(C#N)=C1C=CC=CN1/C(=C\c1ccccc1Cl)C(=O)c1ccccc1	3	-82*	20	-50*	-13	-3	-11	1.7
16	COc1ccc(C(C)=O)cc1CSc1ccc(S(=O)(=O)N2CCCCC2)cn1	3	-4	-2	-44*	1	-3	2	0.3
27	CC(C)(C)OC(=O)N1CCC2(CC1)Oc1ccc(F)cc1C(=O)C21CC(c2cccnc2)=NO1 (stereo not drawn)	1	·	-1	-91*	-4	8	-1	0.4

# Additional structures follow.
33: O=C(Nc1cccc(C(F)(F)F)c1)c1ccc2nc(N3C(=O)CCC3=O)sc2c1
34: CCOc1ccccc1C(=O)Nn1c(C2CCC2)nc2ccccc2c1=O
35: O=c1c2c3c(sc2ncn1Cc1ccc(F)cc1)CCC3
36: Cc1cnc(C(=O)Nc2nnc(C3CC3)s2)cn1
37: CCOc1cc(C2C3=C(CC(C)(C)CC3=O)N(CCCOC)C3=C2C(=O)CC(C)(C)C3)ccc1OC
38: CCC(Oc1ccccc1)C(=O)Nc1nc2ccccc2[nH]1 (stereo not drawn)
39: N/C(=N\O)c1ccc(Oc2ccccc2Cl)c([N+](=O)[O-])c1
40: OC(CCN1CCCCC1)(c1ccccc1)c1ccccc1

assay / compound,33,34,35,36,37,38,39,40
D2 agonist,-0.3,0.4,-0.2,·,1.0,-0.3,0.3,·
D1 ag,3,1,0,2,1,3,5,4
RXFP1 antag,-8,-1,-3,-5,9,3,-4,10
D2 potentiator,-5,4,2,-4,-6,5,11,·
D1 antagonist,18,0,3,2,-5,-6,-1,8
D1 PAM,-3,2,4,1,10,12,-4,-3
D2 antag,-4,16,-12,·,-15,-19,18,·
TRHR enhancer,5,-7,-9,2,-2,0,-6,5
TRHR ag,1.0,-1.3,-0.6,0.1,0.5,0.0,-0.6,0.6

41: Cc1ccc(C(=O)OC(C)CN2CCN(C)CC2)cc1 (stereo not drawn)
42: CCN(Cc1ccccc1)C(=O)CCS(=O)(=O)c1ccc2c(c1)CCN2C(C)=O
43: COc1cc(/C=C/c2nc(-c3ccccc3O)n[nH]2)cc(OC)c1OC
44: N#Cc1c(N)nc2c(c1-c1ccc(F)cc1)CCC2
45: CC(C)(C)SCCNC(=O)/C=C/c1ccccc1
46: CCOC(=O)N1CCC(N2CCN(Cc3ccc(F)c(F)c3)C(CCO)C2)CC1 (stereo not drawn)
47: O=C(NCc1ccc(F)cc1)c1ccc2c(c1)N(Cc1ccc(F)cc1Cl)C(=O)CS2
48: Cc1cccc(C)c1OCC(=O)N/N=C/C=C/c1ccco1

assay / compound,41,42,43,44,45,46,47,48
D2 agonist,0.1,-0.2&-0.5,0.1,-1.3,-0.7,40*,0.7,0.2
D1 ag,2,0&3,0,-1,2,0,15,1
RXFP1 antag,-16,20,?,-8,-12,-4,·,-34
D2 potentiator,2,-5&-3,7,-3,-4,-13,2,-22
D1 antagonist,4,2&0,-17,-15,7,2,3,-5
D1 PAM,1,6&0,-5,1,-1,2,0,-4
D2 antag,4,-3,18,2,-9,15,·,10
TRHR enhancer,6,9&-1,-4,12,4,8,-2,10
TRHR ag,-0.7,0.3&-0.1,1.1,0.1,-2.2,0.3,0.8,-0.5

# A second format for some results above.
41	Cc1ccc(C(=O)OC(C)CN2CCN(C)CC2)cc1 (stereo not drawn)
- D2 agonist = 0.1
- D1 ag = 2
- RXFP1 antag = -16
- D2 potentiator = 2
- D1 antagonist = 4
- D1 PAM = 1
- D2 antag = 4
- TRHR enhancer = 6
- TRHR ag = -0.7

47	O=C(NCc1ccc(F)cc1)c1ccc2c(c1)N(Cc1ccc(F)cc1Cl)C(=O)CS2
- D2 agonist = 0.7
- D1 ag = 15
- RXFP1 antag = ·
- D2 potentiator = 2
- D1 antagonist = 3
- D1 PAM = 0
- D2 antag = ·
- TRHR enhancer = -2
- TRHR ag = 0.8

# Other compounds
49: O=C(O)c1ccc(N=c2oc3cc(O)ccc3cc2C(=O)NCc2ccccc2)cc1
50: COc1nc(NC(=O)c2ccc(F)cc2)nc(OC)c1-c1ccccc1
51: C=CCN(C(=O)CNC(=O)c1ccco1)C(C(=O)NC1CCCCC1)c1ccccc1 (stereo not drawn)
52: COc1ccc(CC(=O)NCC2CCCN(Cc3cccc(SC)c3)C2)cc1 (stereo not drawn)
53: O=C(Cn1nc(-c2ccccc2)ccc1=O)NCc1ccc(F)cc1Cl
54: COc1ccccc1C(=O)N/C(=C\c1ccccc1)C(=O)NCc1ccco1
55: CCc1ccccc1NC(=O)CSc1nnc(-c2ccccc2)c(-c2ccccc2)n1
56: COc1cc(NC(=O)CN2CCN(c3ccccn3)CC2)cc(OC)c1OC
57: Cc1ccc(SCC(=O)NCCSCc2ccccc2)cc1
58: CN(Cc1nc(-c2ccc(Cl)cc2)no1)S(=O)(=O)c1ccccc1
59: Cc1cc(-c2csc(NC(=O)c3ccc(=O)n(C)n3)n2)c(C)n1CC1CCCO1 (stereo not drawn)

assay / compound,49,50,51,52,53,54,55,56,57,58,59
D2 agonist,-1.0,-2.0,1.1,1.0,-0.4,0.7,0.8,·,0.6,-0.6,0.3
D1 ag,6,5,0,6,-3,3,-2,-1,-1,3,4
RXFP1 antag,5,8,2,9,1,-3,-4,-8,-22,-25,-3
D2 potentiator,6,19,-3,-2,10,4,-8,·,1,-2,-3
D1 antagonist,7,13,8,0,-21,6,6,7,-5,-6,-27
D1 PAM,8,12,1,2,0,·,1,-1,-2,0,-5
D2 antag,12,-2,-4,-1,·,-17,·,·,-3,·,10
TRHR enhancer,0,-10,-2,2,-1,1,0,-1,-2,-1,1
TRHR ag,1.9,-0.2,0.4,-0.5,-0.2,-0.3,-0.6,0.2,0.5,1.8,0.2
